Assay outcomes (PubChem BioAssay)
DAX1 inh-1 = DAX1 (NR0B1) inhibitors, primary screen, cell-based, HEK293, Gal4-DAX1, luciferase luminescence | Nuclear receptor subfamily 0 group B member 1 (Homo sapiens), P51843 | HEK293 Gal4-DAX1 luciferase reporter | inhibition, % at 6.75 µM | actives 0.99% (n = 340,000) | AID 504766, 2011;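 active = inhibition above the mean over all tested compounds plus 3 SD, cut at about 4.2% in these data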;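 also: 0% = DAX1-transfected cells with DMSO and 100% = empty-vector control cells with DMSO; inhibition shows as a rise in luminescence from relieved DAX1 repression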
ADAM10 inh = human ADAM10 inhibitors, primary screen, biochemical, QFRET, HTS; Disintegrin and metalloproteinase domain-containing protein 10 (Homo sapiens), O14672; recombinant ADAM10, EDANS/DABCYL FRET peptide cleavage, 3 h; inhibition, % at 7 µM; actives 0.62% (n = 370,000); AID 720582, 2013;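 active = inhibition above a per-campaign cutoff equal to the mean of compounds falling between control-based bounds plus 3 SD, cut at about 20% in these data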;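 also: 0% = DMSO wells while the 100% control is not disclosed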
GAA850 FXN act = FXN promoter activators, primary screen, cell-based, luciferase luminescence, HEK293 lucGAA850; HEK293 lucGAA850 FXN promoter luciferase reporter, 24 h; percent of 10 µM SAHA response; activation, % at 6 µM; actives 0.56% (n = 360,000); AID 540364, 2011;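 active = activation above the average of all compounds screened plus 3 SD, cutoff fixed separately per campaign, cut at about 7.5% in these data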;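 also: 0% = DMSO wells and 100% = 10 µM SAHA wells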
PLCg1 inh = PLC-gamma1 enzyme inhibitors, primary screen, biochemical, fluorescence, purified enzyme; fluorogenic substrate; inhibition, % at 12.2 µM; actives 0.84% (n = 370,000); in the data active = inhibition above about 9.5%
PLCb3 inh = human PLC-beta3 inhibitors, primary screen, biochemical, fluorescence; 1-phosphatidylinositol 4,5-bisphosphate phosphodiesterase beta-3 (Homo sapiens), Q01970; Purified PLC-beta3, fluorogenic substrate; inhibition, % at 12.2 µM; actives 0.18% (n = 370,000); AID 720704, 2013; in the data active = inhibition above about 11%;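 also: 0% = median of compound wells on plate and 100% = full blocker control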
Target sequence (Q01970 whole entry, looked up): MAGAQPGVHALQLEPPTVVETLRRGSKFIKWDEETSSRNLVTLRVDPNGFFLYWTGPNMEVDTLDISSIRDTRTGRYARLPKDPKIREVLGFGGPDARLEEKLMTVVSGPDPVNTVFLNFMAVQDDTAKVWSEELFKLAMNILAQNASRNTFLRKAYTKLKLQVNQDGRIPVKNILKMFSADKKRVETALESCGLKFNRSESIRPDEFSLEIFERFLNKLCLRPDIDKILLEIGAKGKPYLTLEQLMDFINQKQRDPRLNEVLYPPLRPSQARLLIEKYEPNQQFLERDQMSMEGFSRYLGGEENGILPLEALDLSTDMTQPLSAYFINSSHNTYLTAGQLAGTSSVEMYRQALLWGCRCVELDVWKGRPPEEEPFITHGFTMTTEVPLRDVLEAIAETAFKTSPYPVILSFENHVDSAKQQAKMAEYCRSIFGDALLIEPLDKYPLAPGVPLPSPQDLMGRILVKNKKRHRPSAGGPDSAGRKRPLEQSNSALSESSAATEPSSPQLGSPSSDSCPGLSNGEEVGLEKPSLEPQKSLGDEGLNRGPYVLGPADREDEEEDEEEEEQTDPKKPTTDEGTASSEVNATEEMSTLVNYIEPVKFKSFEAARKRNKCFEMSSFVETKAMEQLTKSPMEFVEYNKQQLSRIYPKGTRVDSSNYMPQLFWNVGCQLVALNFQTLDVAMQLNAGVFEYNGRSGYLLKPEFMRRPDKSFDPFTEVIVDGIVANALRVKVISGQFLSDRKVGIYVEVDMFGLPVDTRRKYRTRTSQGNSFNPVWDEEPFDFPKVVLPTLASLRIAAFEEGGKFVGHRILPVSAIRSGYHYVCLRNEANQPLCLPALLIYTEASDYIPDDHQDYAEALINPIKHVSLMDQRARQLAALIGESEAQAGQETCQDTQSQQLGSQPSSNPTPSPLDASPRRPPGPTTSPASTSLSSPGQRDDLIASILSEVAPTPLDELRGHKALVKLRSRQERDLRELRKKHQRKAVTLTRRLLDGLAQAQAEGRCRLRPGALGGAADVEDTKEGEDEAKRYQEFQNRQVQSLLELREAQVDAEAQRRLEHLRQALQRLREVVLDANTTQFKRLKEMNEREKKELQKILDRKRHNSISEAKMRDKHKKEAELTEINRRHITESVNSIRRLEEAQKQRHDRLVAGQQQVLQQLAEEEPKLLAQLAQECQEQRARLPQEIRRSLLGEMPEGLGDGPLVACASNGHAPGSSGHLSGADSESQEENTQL
DAX1 inh-2 = DAX1 (NR0B1) inhibitors on StAR promoter, primary screen, cell-based, luminescence, SF-1 (NR5A1), full-length DAX-1. HEK293T StAR-luciferase reporter, SF-1/DAX-1 repression relief. inhibition, % at 6.8 µM. actives 1.1% (n = 370,000). AID 652010, 2013;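 active = inhibition above the mean over all tested compounds plus 3 SD, cut at about 3.6% in these data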;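 also: 0% = DAX-1 cells with DMSO and 100% = cells lacking DAX-1 with DMSO; higher inhibition means more luminescence from relief of DAX-1 repression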
sPLA2-III inh = human group III sPLA2 inhibitors, primary screen, biochemical, QFRET, BODIPY PC-A2 liposome substrate | inhibition, % at 12.2 µM | actives 0.56% (n = 370,000) | AID 743126, 2013 | QFRET BODIPY PC-A2 liposome hydrolysis, fluorescence | Group 3 secretory phospholipase A2 (Homo sapiens), Q9NZ20;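 active = inhibition above mean plus 3 SD of compounds lying within the high and low control bounds, cut at about 19% in these data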;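 also: 0% = median of test compound wells and 100% = no enzyme DMSO wells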
ssDAF-12 act = S. stercoralis DAF-12 nuclear receptor activators, primary screen, cell-based, luminescence, HEK293, GRIP1 co-expression, lit1-tk-luc. Nuclear hormone receptor DAF-12 (Strongyloides stercoralis). HEK293 ssDAF-12/GRIP1 lit1-tk-luc reporter; % of 3 µM dafachronic acid response. actives 1% (n = 370,000). activation, % at 6.8 µM;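 active = activation above the mean over all tested compounds plus 3 SD, cut at about 0.9% in these data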;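 also: 0% = DMSO-only wells and 100% = 3 µM delta7-dafachronic acid wells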
hcDAF12 agonist = H. contortus DAF-12 nuclear receptor activators, primary screen, cell-based, luminescence, HEK293, lit1-tk-luc reporter. HEK293 hcDAF-12 lit1-tk-luc reporter; 0% DMSO, 100% Δ7-dafachronic acid. activation, % at 6.8 µM. actives 1.4% (n = 370,000). AID 652067, 2013;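 active = activation above the mean of all tested compounds plus 3 SD, cut at about 5.5% in these data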;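 also: 100% = response to 3 µM Δ7-dafachronic acid high control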
hgDAF12 agonist = H. glycines DAF-12 receptor agonists, primary screen, cell-based, luminescence, HEK293, GAL4 fusion, UAS-luciferase; actives 1.8% (n = 370,000); activation, % at 6.8 µM; Nuclear hormone receptor DAF-12 (Heterodera glycines), GAL4 fusion; HEK293 GAL4-hgDAF12 UAS-luciferase reporter, agonist luminescence; normalized to butyrate control;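 active = activation above a cutoff set at the mean of all screened compounds plus 3 SD, cut at about 10% in these data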;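 also: 0% = DMSO wells and 100% = sodium butyrate wells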
ADAM17 inh = ADAM17 inhibitors, primary screen, biochemical, QFRET | Disintegrin and metalloproteinase domain-containing protein 17 (Homo sapiens), P78536 | recombinant ADAM17, EDANS/DABCYL FRET peptide cleavage | inhibition, % at 6.95 µM | actives 0.83% (n = 370,000) | AID 720648, 2013;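 active = inhibition above the mean of compounds lying between control limits plus 3 SD, set per campaign, cut at about 8.5% in these data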;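 also: 0% = DMSO-only wells as the low control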
An asterisk follows results filed as active; · = no result given.

SMILES	DAX1 inh-1	ADAM10 inh	GAA850 FXN act	PLCg1 inh	PLCb3 inh	DAX1 inh-2	sPLA2-III inh	ssDAF-12 act	hcDAF12 agonist	hgDAF12 agonist	ADAM17 inh
O=C(NC1CCCCN(Cc2cccc(Cl)c2)C1=O)c1ccc2ccccc2c1 (stereo unspecified)	·	14	·	1	3	0.1	-5	-1.6	-1.9	3.2	7
COc1cc(CNCc2ccccn2)ccc1OCc1cccc(Cl)c1	0.5	2	3.5	2	0	-0.8	-4	-1.6	-2.2	2.3	-1
COc1cccc(NC(=O)c2ccc3c(c2)N(CC(=O)N2CCCCC2)C(=O)C(C)(C)O3)c1	1.3	2	-1.2	4	0	-0.7	3	-0.8	0.6	-1.3	-1
CC(=O)N1CCN(c2ccc(NC(=O)c3ccc(N4CCCC4)c([N+](=O)[O-])c3)cc2Cl)CC1	-0.6	2	1.1	2	1	-0.4	-5	-1.2	-2.5	-1.0	1
Cn1c(=O)c2c(nc(NCc3ccc4c(c3)OCO4)n2Cc2ccccc2F)n(C)c1=O	-0.3	4	0.2	3	4	-0.6	-1	-0.7	-0.7	-0.2	1
COc1ccccc1N(C(C)=O)C1SC(=O)N(c2ccccc2)C1=O (stereo unspecified)	-1.0	-6	-2.6	6	-1	0.4	1	-0.8	0.0	-1.1	-4
COCCNC(=O)Cn1nc(-c2ccc(Cl)cc2)c2ccccc2c1=O	1.6	2	2.3	12*	3	1.5	12	11*	1.6	-1.7	5
C/C(=N/Nc1nc(-c2ccc(Cl)cc2)cs1)c1cccs1	1.9	0	0.2	1	-2	-0.8	-3	-0.5	2.3	7.3	-7
C[C@@H]1CN([C@@H](C)CO)C(=O)CCCn2cc(nn2)CO[C@H]1CN(C)C(=O)NC1CCCCC1	·	-4	·	0	-12	0.9	-2	-1.2	0.2	5.9	-2
COc1ccc(NC(=O)CS(=O)(=O)c2cn(CC(=O)N3CCOCC3)c3ccccc23)cc1	-0.1	-9	0.9	4	-2	0.3	5	-0.8	-2.0	0.6	0
COc1ccc(-c2csc(NC(=O)Cc3ccccc3F)n2)cc1OC	-1.9	15	1.2	-8	-18	-1.6	-6	-1.9	-4.5	-4.9	1
CCCCn1c(SCc2c(C)noc2C)nc2cc(S(N)(=O)=O)ccc21	1.5	5	6.0	7	1	0.4	-3	-0.3	3.2	-3.0	-2
Cc1ccc(-n2c(=O)c3c(C)c(C)sc3n(Cc3cc(=O)n4ccccc4n3)c2=O)cc1C	-1.7	-10	2.0	-2	-6	-0.2	16	-1.4	-1.2	-1.4	-6
COCC(C)NC(=O)CSc1nc2ccccc2c(=O)n1CCc1ccc(S(N)(=O)=O)cc1 (stereo unspecified)	-0.2	7	0.3	6	-4	-2.7	-1	-1.5	-3.9	-4.0	5
Cc1ccc(Nc2n[nH]c(=S)s2)cc1F	1.9	-15	-1.1	1	-3	5.4*	16	-0.2	0.8	6.2	-3
CC(=O)Cc1cc2cc([N+](=O)[O-])ccc2oc1=O	·	1	-0.1	2	1	-0.2	0	-1.1	0.2	1.4	-2
CC(C)CC(=O)N1CCN(C(=O)CCC2CCCC2)CC1	0.9	2	1.2	5	-2	-0.2	-4	-1.1	0.8	0.9	-6
CCC(C)C(NC(=O)OC(C)(C)C)C(=O)NC(Cc1ccccc1)C(=O)OC (stereo unspecified)	0.4	7	-2.1	8	6	0.3	1	-0.6	-2.0	-2.2	2
Cc1ccc(NC(=O)N(O)C2CCCCC2C#N)cc1 (stereo unspecified)	2.8	7	3.2	0	1	1.2	-1	-0.5	1.7	6.6	0
N#Cc1ccccc1OCC(=O)Nc1nnc(C2CC2)s1	0.3	5	-0.6	1	-8	2.1	-14	-1.5	-0.7	-0.8	3
CCC1NC(=O)c2cccnc2-n2c1nc1ccc(OC)cc1c2=O (stereo unspecified)	-0.4	-1	-1.8	0	-1	-0.7	-5	-1.1	-0.8	-1.7	-2
NS(=O)(=O)c1ccc(CCNC(=O)CSc2ccccc2)cc1	1.2	-1	1.8	-2	2	-0.1	-3	-1.2	-2.1	-1.4	1
Cc1c(C(=O)N2CCC(Cc3ccccc3)CC2)cccc1[N+](=O)[O-]	-0.2	-1	-1.6	-1	3	-0.4	-6	-1.8	-1.7	-3.3	2
C=CCn1c(Cc2cccs2)nnc1SCC(=O)c1cccc(Br)c1	-0.8	-1	1.3	5	-3	-0.8	-28	-1.2	0.5	-2.3	1
COc1ccc(CCNC(=O)CSCc2ccc([N+](=O)[O-])cc2)cc1OC	-0.8	-1	1.3	-2	-1	1.1	2	-0.4	1.2	5.9	3
CN(C)CCNc1nc2c(c(=O)[nH]c(=O)n2C)n1CCCc1ccccc1	0.2	-19	-2.2	-1	-4	1.8	5	-1.6	0.5	-0.4	-3
CCOC(=O)CC[C@@]1(C(=O)OCC)C[C@@H](CC(=O)N2CCN(C(=O)c3ccco3)CC2)C(=O)N2CCCC=C21	·	4	·	3	-1	-0.3	3	-0.8	0.9	-0.6	3
CC1=NCCN1CCNC(=O)Nc1ccc(F)cc1	·	-1	1.1	0	-8	0.4	11	-1.4	-0.6	-1.4	-3
COC(=O)c1ccc(C(=O)OC)c(NC(=S)N2CCN(c3ccc(F)cc3)CC2)c1	-1.5	-336	2.8	-135	-127	-0.3	7	-0.9	-1.9	-0.4	-113
CN1C(=S)SC(N(O)C(=O)NC2CCCCC2)C1(C)C (stereo unspecified)	-0.5	4	-0.3	6	3	0.5	0	-1.2	-0.4	-0.9	3
O=C(Nc1cccnc1)c1ccc(NS(=O)(=O)c2cc([N+](=O)[O-])ccc2Cl)cc1	0.9	2	1.5	-2	-8	0.3	-21	-1.4	-2.3	1.3	0
CC(C)(c1ccccc1)c1ccc(OCCCNCCO)cc1	-0.6	-7	2.2	2	6	-0.9	-6	-1.4	-1.2	0.1	-4
COCCSc1ccccc1C(=O)Nc1ccccc1C(C)C	-0.4	-3	0.3	0	1	-0.8	3	-1.0	-0.5	-0.1	-4
CC(C)C[C@@H](CN1CCCC1CN1C(=S)NC[C@@H]1Cc1ccccc1)N1C[C@H](Cc2ccccc2)N(CCc2ccccc2)C1=S (stereo partly specified)	·	0	·	1	4	0.1	-7	0.1	0.6	0.3	6
Cc1nc2c(N=Nc3ccccc3F)c(N)nn2c(N)c1C#N	1.1	-15	2.1	2	-4	-0.9	11	0.0	3.3	4.3	-8
COCCN(C(=O)COC(=O)/C(=C/c1ccccc1)NC(C)=O)c1c(N)n(Cc2ccccc2)c(=O)[nH]c1=O	-0.3	-10	1.6	-1	-1	-1.0	2	-0.4	-0.7	-2.3	-3
CN(C)C(=O)c1ccc(Nc2ncnc3sc4c(c23)CCCCC4)cc1	-1.6	7	2.5	-20	-41	-0.2	5	-1.4	-3.5	-3.9	-5
Cc1ccccc1C(=O)N1CCN(c2ccc(NC(=O)c3ccc4c(c3)OCO4)cc2)CC1	-2.6	2	-5.8	0	-1	-1.4	-8	-3.0	-4.5	-3.4	0
CCC(/C=N/NC(=O)C(=O)N/N=C/C(CC)CC)CC	-1.0	4	1.0	-1	-2	0.2	-1	-1.2	0.1	1.9	-1
CCCOc1ccccc1/C=C(\C#N)C(=O)Nc1cccnc1	5.0*	-20	3.5	-2	-8	0.1	3	-0.6	-0.3	3.7	-4
CC(C)NC(=O)c1onc(CSc2cccc3ccccc23)c1C(=O)O	2.2	86*	0.8	-3	-3	0.0	-9	-0.2	1.4	0.1	-4
COc1cc(/C=N/NS(=O)(=O)c2ccc(C)c([N+](=O)[O-])c2)ccc1O	0.6	8	1.3	4	2	-0.8	3	-1.3	0.1	3.7	1
COc1ccc(Cl)cc1N1C(=O)CC(Sc2ccccc2N)C1=O (stereo unspecified)	1.2	0	-0.9	-2	-7	-0.5	9	1.6*	-0.5	3.1	1
CN(Cc1nc2ccccc2n1C)S(=O)(=O)c1ccc(F)cc1	0.6	7	0.9	-1	2	0.5	0	-1.4	0.2	-1.7	-3
COc1ccc(-c2nnn(CC(=O)N(CC(=O)NC3CCCC3)c3ccccc3F)n2)cc1OC	-1.0	1	-0.9	-1	1	-0.2	-3	-1.1	-2.6	-4.0	-3
COc1ccc(Nc2nc(C)cc(=O)[nH]2)c(OC)c1	-0.3	5	3.7	-2	2	0.1	7	-0.8	-0.8	0.3	-6
CN1C(=O)C2C3c4ccccc4C(c4ccccc43)[C@@H]2C1=O (stereo partly specified)	0.3	6	-1.3	2	-1	0.3	1	-1.1	-0.8	0.2	1
CCOC(=O)Cn1nnc(-c2cc(OC)c(OC)c(OC)c2)n1	-0.7	2	-2.0	1	-7	0.0	-2	-1.4	-0.2	0.3	-4
NNC(=O)CSc1cccc2cccnc12	0.0	-89	1.2	-19	-29	-0.3	-4	-0.7	-2.0	4.1	-27
CCCCN1CCNC[C@@H]1Cc1ccccc1	-0.1	12	1.7	1	2	0.0	3	-1.1	0.8	0.1	-2
CCOC(=O)C1C(c2ccc(OC)c(OC)c2)c2c([nH][nH]c2=O)CC1(C)O (stereo unspecified)	0.5	-4	-3.5	4	-8	-0.7	3	-2.0	-1.7	-3.3	0
Cc1ccc(CNC(=O)C2CCN(S(=O)(=O)N3CCC4(CC3)OCCO4)CC2)cc1	0.9	-1	-0.8	0	-1	-0.1	4	-0.8	-0.9	-3.1	-7
COc1ccc(C(=O)/C=C2/Sc3cc4c(cc3N2C)OCO4)cc1	-0.3	2	2.2	-6	-10	0.1	2	-0.8	-1.8	0.3	-1

Hits appear at their usual frequency (roughly 6.9% active in at least one column).
